NPC1 prom act: activators of NPC1 promoter | actives 2.4% (n = 320,000) | Potency, µM (top dose mostly 9.22 µM), for inactives: at the highest dose activation, usual class: activators | AID 485313 | Huh7 NPC1 promoter luciferase reporter, 24 h;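 note: potency is the fitted concentration of half-maximal effect; % of control where 0% means no effect; nearly all actives have a fitted effect of over 60% in size; reporter is driven by a mutant NPC1 promoter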
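Readout is luciferase luminescence, reflecting NPC1 promoter activation in stably transfected Huh7 cells after 24 h compound exposure at 37 °C in reduced-serum medium with 10% FBS.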
TRPV1 agonist: activates the human vanilloid receptor TRPV1. Q8NER1. TRPV1-expressing cells, Fluo-8 calcium influx, agonist mode. activation, % at 8.33 µM. actives 0.19% (n = 320,000); in the data active = activation above about 80%; inconclusive = between about 30% and that limit; note: 0% is about no effect
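Cells expressing TRPV1 were dye-loaded with Fluo-8 and read kinetically: 10 s baseline, 3 min after compound (agonist portion), then 2 min after EC20 capsaicin (allosteric enhancer portion). Calcium-bound dye fluorescence at 480/520 nm.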
Tb PFK block: T. brucei PFK enzyme inhibition. T. brucei PFK, ADP-Glo luminescence. Potency, µM (highest dose often 57.5 µM), inactives show top-dose activity, negative = inhibition, actives largely listed as inhibitors. actives 0.17% (n = 330,000). AID 485367;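 note: potency is the fitted concentration of half-maximal effect; 0% = uninhibited 1x PFK enzyme wells and -100% = no-enzyme wells; nearly all actives have a fitted effect of over 60% in size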
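PFK 1.25 nM, F6P 0.5 mM, ATP 0.1 mM, 0.1 M TEA pH 8.0, 5 mM MgCl2, 0.01% Tween20, 0.1% BSA; 45 min RT. ADP-Glo readout. qHTS titration up to 57 uM; curves fitted, compounds curve-classed.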
FLuc modulator: inhibits or activates purified firefly luciferase, miR-21 counter-screen; Potency, µM (doses to about 57.5 µM), for the others: top-dose activity change, negative = inhibition, most hits filed as inhibitors; actives 6.9% (n = 360,000); P08659; purified FLuc, Km substrates, luminescence inhibition; AID 588342;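 note: potency is the fitted concentration of half-maximal effect; plate controls were vehicle for no effect and reference inhibitor for full effect; nearly all actives have a fitted effect of over 55% in size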
Target sequence (P08659 whole entry, looked up): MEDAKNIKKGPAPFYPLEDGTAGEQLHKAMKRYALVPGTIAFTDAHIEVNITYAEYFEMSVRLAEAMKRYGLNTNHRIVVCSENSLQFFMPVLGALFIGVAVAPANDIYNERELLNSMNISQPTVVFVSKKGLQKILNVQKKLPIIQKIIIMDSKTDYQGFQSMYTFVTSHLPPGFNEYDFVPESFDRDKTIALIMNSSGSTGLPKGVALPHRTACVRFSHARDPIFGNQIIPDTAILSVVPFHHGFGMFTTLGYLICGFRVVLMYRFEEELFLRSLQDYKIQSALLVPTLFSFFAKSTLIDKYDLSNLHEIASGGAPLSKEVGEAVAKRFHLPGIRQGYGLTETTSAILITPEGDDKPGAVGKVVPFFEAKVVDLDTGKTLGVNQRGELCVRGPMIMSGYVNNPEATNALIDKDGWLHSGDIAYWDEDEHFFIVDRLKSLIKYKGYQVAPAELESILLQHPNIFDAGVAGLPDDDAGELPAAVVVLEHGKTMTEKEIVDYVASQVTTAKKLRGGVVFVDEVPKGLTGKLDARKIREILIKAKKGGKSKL
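Biochemical qHTS of compounds, final roughly 60 µM downward over six points, against 10 nM purified firefly luciferase using Km concentrations of substrates (10 uM D-luciferin, 10 uM ATP) in Tris acetate pH 7.5 buffer; luminescence output.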
p53 reactivator: re-activators of mutant p53. H1299 p53-A138V BP100-luciferase reporter, luminescence, 24 h. actives 0.063% (n = 320,000). Potency, µM (titrated, usually from 92.2 µM), for inactives: at the highest dose activity change, positive = activation, hits mostly activators. AID 504706; note: potency is the fitted concentration of half-maximal effect; % of control where 0% means no effect; nearly all actives have a fitted effect of over 45% in size
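p53-null H1299 cells stably carrying temperature-sensitive p53-A138V and a BP100-luciferase reporter were pinned with compounds (4-point, 1:5 series) and held 24 hrs at 37 deg C. Luminescence was read 10 min after detection reagent.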
ELG1 genotoxic: inducers of genotoxicity in HEK293T ELG1-luciferase cells. HEK293T ELG1-luciferase reporter, luminescence, 16 h. Potency, µM (titrated, usually from 46 µM), without a hit: top-dose activity change, positive = activation, actives largely listed as activators. actives 1.3% (n = 330,000). AID 504466; note: potency is the fitted concentration of half-maximal effect; % of control where 0% means no effect; nearly all actives have a fitted effect of over 60% in size
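Reporter readout depends on ELG1 protein level, which increases with genetic stress. After 16 hr compound exposure at 37 °C, luciferase activity was quantified using ONE-Glo.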
Gal4-VP16 FLuc: counter-screen for ROR gamma inhibitors: Gal4-VP16 reporter. Drosophila S2 Gal4-VP16 UAS-luciferase, luminescence, 20 h. Potency, µM (series often up to 53.6 µM), inactives show top-dose activity, negative = inhibition, hits mostly inhibitors. actives 3.5% (n = 310,000). AID 2546;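 note: Gal4-VP16 expression switched on by copper sulfate through the metallothionein promoter; potency is the fitted concentration of half-maximal effect; % is set by controls: 0 for no effect and ±100 for the full control effect; nearly all actives have a fitted effect of over 50% in size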
Rab9 promoter act: activates the Rab9 promoter. actives 2.8% (n = 320,000). Potency, µM (doses to about 9.22 µM), for inactives: at the highest dose activation, negative = inhibition, usual class: activators. AID 485297. Huh7 Rab9 promoter-luciferase reporter, luminescence, 24 h; note: potency is the fitted concentration of half-maximal effect; % of control where 0% means no effect; nearly all actives have a fitted effect of over 60% in size
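Cell-based reporter: Huh7 stable for Rab9 promoter-driven luciferase, plated in reduced-serum medium with 10% FBS at 1500 cells/well, compound-treated 24 h at 37 °C, luminescence read after 10 min reagent.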
ELG1 DNA repair: blocks ELG1-dependent DNA repair in HEK293T cells. HEK293T ELG1-luciferase reporter, luminescence, 16 h; DNA damage induced by 5-fluorouridine. Potency, µM (titrated, usually from 46.1 µM), inactives show at the top dose activity change, negative = inhibition, actives largely listed as inhibitors. actives 2.3% (n = 330,000). AID 504467; note: potency is the fitted concentration of half-maximal effect; % is set by controls: 0 for no effect and ±100 for the full control effect; nearly all actives have a fitted effect of over 55% in size
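Step one: seed 2,000 cells per well. Step two: pin-transfer compound or DMSO alongside 5-fluorouridine. Step three: incubate 16 hr, 37 °C, 5% CO2. Step four: add ONE-Glo, wait 30 min, read luminescence.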
BRCA1 expr act: increases BRCA1 expression | actives 1.1% (n = 380,000) | AID 624202 | Potency, µM (highest dose often 46.1 µM), for inactives: at the top dose activation, usual class: activators | MCF7-BRCA1-FFLuc reporter, luminescence, 48 h; response scale: scaled: vehicle 0%, 10 µM genistein 100%; note: potency is the fitted concentration of half-maximal effect; nearly all actives have a fitted effect of over 80% in size; some results filed as inactive show a strong effect at the top dose
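Quantitative HTS in MCF7 cells stably reporting BRCA1 expression via firefly luciferase. Compound treatment lasts 48 h at 37 °C in phenol-red free MEM. Activation is expressed relative to genistein at 10 microM and DMSO.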
RORgamma inh: blocks mouse ROR gamma transcriptional activity | P51450 | Drosophila S2 Gal4-RORgamma UAS-luciferase reporter, 20 h | Potency, µM (top dose mostly 53.6 µM), inactives show at the top dose activity change, negative = inhibition, hits mostly inhibitors | actives 5.4% (n = 310,000); note: potency is the fitted concentration of half-maximal effect; % is set by controls: 0 for no effect and ±100 for the full control effect; nearly all actives have a fitted effect of over 60% in size
Target sequence (P51450 whole entry, looked up, the tested form may be a part): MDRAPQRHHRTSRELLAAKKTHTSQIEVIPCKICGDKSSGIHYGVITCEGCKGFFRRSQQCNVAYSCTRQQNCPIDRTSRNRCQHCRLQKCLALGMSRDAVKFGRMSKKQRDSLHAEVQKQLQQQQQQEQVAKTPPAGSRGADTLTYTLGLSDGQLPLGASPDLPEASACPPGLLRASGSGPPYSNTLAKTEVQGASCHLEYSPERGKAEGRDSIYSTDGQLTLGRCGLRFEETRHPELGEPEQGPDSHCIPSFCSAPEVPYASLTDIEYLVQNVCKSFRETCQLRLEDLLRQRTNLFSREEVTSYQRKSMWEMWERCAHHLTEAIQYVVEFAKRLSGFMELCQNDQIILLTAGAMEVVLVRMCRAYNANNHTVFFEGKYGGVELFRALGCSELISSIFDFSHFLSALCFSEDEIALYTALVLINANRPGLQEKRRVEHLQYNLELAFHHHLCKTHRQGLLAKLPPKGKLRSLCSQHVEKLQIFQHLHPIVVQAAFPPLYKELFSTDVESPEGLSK
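Schneider cells (Drosophila), stable Gal4 DBD–ROR gamma + UAS-luc; 1 hr cmpd preincubation; Cu2+ induction 700 uM final; 20 hr ambient; luminescence.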
* marks the source's active call; other numbers are inactive results; ? = inconclusive; . = not tested or not shown; [ ] = another dose, or the depositor's remark. Unless noted, calls come from the whole dose curve; as a rule, active = well fitted curve in the direction sought with a large enough effect; inconclusive = small, poorly fitted or top-dose-only effect, or another doubt; inactive = no such curve, though single readings can be large; an effect the other way counts as inactive or inconclusive.

SMILES | NPC1 prom act | TRPV1 agonist | Tb PFK block | FLuc modulator | p53 reactivator | ELG1 genotoxic | Gal4-VP16 FLuc | Rab9 promoter act | ELG1 DNA repair | BRCA1 expr act | RORgamma inh
COc1ccccc1C(=O)NC(=S)Nc1ccc(NC(=O)c2ccco2)cc1 | 0% | 1 | 5% | -2% | -1% | 7% | -17% | 2% | -1% | 0% | ?
COCCn1c(C)cc(C2=NNC(=Nc3ccc(F)cc3)SC2)c1C | 2.5µM* | -7 | -6% | 3.4µM* | 9% | ? | -10% | 3.5µM* | ? | -49% | 9%
Cc1c(NC(=O)Nc2ccccc2Cl)sc(=S)n1C | -1% | 2 | -6% | -4% | 10% | 6% | 3% | -1% | ? | -6% | -9%
Cc1c(C(C)(C)O)[nH]c2ccc(C(F)(F)F)cc12 | -1% | 24 | -4% | -15% | . | 1% | -21% | 8% | 8% | 0% | ?
Cc1nn(-c2ccccc2)c(N2CCCC2)c1/C=N/NC(=O)c1cc(-c2cccnc2)nc2ccccc12 | -3% | 4 | 2% | 1% | -15% | -9% | ? | -10% | 4.6µM* | -92%[inhibitor] | 4%
COc1ccccc1C1C(C(=O)c2cc3ccccc3o2)=C(O)C(=O)N1CCN1CCOCC1 (centres undefined) | -2% | 1 | 2% | 13µM* | 2% | -1% | 1% | 16% | 2% | -31% | 3%
O=C(COC(=O)c1ccc(Br)c(S(=O)(=O)N2CCOCC2)c1)NCC1CCCO1 (centres undefined) | -1% | -1 | -1% | 1% | 0% | -1% | -9% | -4% | 1% | -11% | -15%
CCCS(=O)(=O)N1CCCC(C(=O)NCCCN(CC)c2cccc(C)c2)C1 (centres undefined) | -3% | ? | 2% | 0% | 4% | -3% | -6% | 5% | 11% | 1% | 9%
COc1ccc(C(C)=O)c(OC(=O)c2ccco2)c1 | -1% | 2 | -6% | 6% | 7% | 2% | -2% | -5% | 28% | -10% | 3%
Cc1ccc(Sc2ccc(NC(=O)CCl)cc2)c(C)c1 | -6% | ? | 3% | 0% | -14% | 0% | 5µM* | -4% | ? | -7% | 2.8µM*
O=C(COC(=O)c1c(Cl)cccc1Cl)NCc1cccs1 | . | . | 6% | . | -12% | 1% | . | . | ? | -1% | .
NC(=O)COc1ccc(NC(=O)OCc2ccccc2)cc1 | 20% | . | -3% | 12µM* | 4% | ? | -23% | 17% | ? | 14% | 0%
Cc1noc(C)c1COc1ccccc1C(=O)NNC(=O)c1ccccc1F | 4% | 18 | -2% | 2% | -3% | 1% | . | 14% | 5% | -44% | .
CCC(NS(=O)(=O)c1ccc2c(c1)Cc1cc(S(=O)(=O)NC(CC)C(=O)O)ccc1-2)C(=O)O (centres undefined) | -5% | -7 | -2% | -8% | 4% | 1% | 4% | -3% | 1% | -15% | -21%
CC1CC(C)CN(C(=O)CCC(=O)Nc2nnc(C3CCCCC3)s2)C1 (centres undefined) | -4% | 1 | 3% | 1% | 6% | 0% | -2% | -1% | -6% | 13% | 4%
C=CCNC(=O)COC(=O)COc1ccc(Cl)cc1 | 5% | 4 | 0% | 1% | -1% | 0% | -5% | 17% | -12% | 2% | 2%
CCc1ccccc1NC(=O)Cn1nc(C)n2cccc2c1=O | 0% | -1 | -2% | 0% | 17% | 0% | 3% | -3% | 7% | 6% | -21%
COc1cccc(CN(C)C(=O)c2ccc(S(=O)(=O)Nc3ccccc3F)cc2)c1OC | 0% | 1 | -1% | 0% | -7% | 0% | . | -1% | -12% | -4% | .
O=C(COc1ccc(C(=O)c2ccccc2)cc1)NC1CCCCC1 | -8% | ? | -1% | 1% | 4% | 3% | ? | -10% | 1% | -28% | ?
C=CCc1ccccc1OCCOc1ccc([N+](=O)[O-])cc1/C=N/NC(N)=O | -6% | -2 | -2% | 1% | 0% | 12% | ? | 3% | ? | -21% | ?

Some of these compounds in order of their number in RORgamma inh, highest first:
compound | NPC1 prom act | TRPV1 agonist | Tb PFK block | p53 reactivator | Rab9 promoter act | BRCA1 expr act | RORgamma inh
Cc1nn(-c2ccccc2)c(N2CCCC2)c1/C=N/NC(=O)c1cc(-c2cccnc2)nc2ccccc12 | -3% | 4 | 2% | -15% | -10% | -92%[inhibitor] | 4%
COc1ccc(C(C)=O)c(OC(=O)c2ccco2)c1 | -1% | 2 | -6% | 7% | -5% | -10% | 3%
CCc1ccccc1NC(=O)Cn1nc(C)n2cccc2c1=O | 0% | -1 | -2% | 17% | -3% | 6% | -21%

Other entries follow.
SMILES | NPC1 prom act | TRPV1 agonist | Tb PFK block | FLuc modulator | p53 reactivator | ELG1 genotoxic | Gal4-VP16 FLuc | Rab9 promoter act | ELG1 DNA repair | BRCA1 expr act | RORgamma inh
Cc1nc2ccc(NC(=S)NC3CC3)cc2nc1C | 9% | -1 | 2% | -18% | 15% | 8% | 3% | 4% | ? | 41% | 31%
CC(C)C(=O)Nc1cccc(NC(=O)c2cccc(Br)c2)c1 | 0% | -6 | 8% | -26% | -4% | -16% | -1% | -3% | 0% | 52% | ?
COc1ccc(-c2c3c(cc4ncn(Cc5ccccc5)c24)COC3=O)cc1 | -2% | 0 | 22% | -10% | 26% | 15% | . | 6% | ? | 0% | .
CCOc1cc(Cl)c(S(=O)(=O)NCCCn2ccnc2)cc1Cl | -7% | -3 | 4% | 6% | . | 5% | . | -26% | ? | -13% | .
CC1CCCCN1CCCNC(=O)c1ccc2c(=O)n(CCc3ccccc3)c(=O)[nH]c2c1 (centres undefined) | -3% | -2 | 3% | 2% | 3% | 5% | 24% | 8% | 3% | -9% | 10%
Cc1cccc(Nc2ncnc3onc(-c4cccc(Cl)c4)c23)c1C | 0% | 1 | 1% | 0% | 4% | -2% | 2% | -5% | -3% | -25% | -10%
Cc1ccc(C(=O)N2CCN(c3ncccn3)CC2)c(C)c1 | 2% | 0 | 2% | 2% | 5% | -3% | 7% | 0% | -5% | 8% | -4%
Cc1cccc(N=C2NC(=O)/C(=C/c3cccn3C)S2)c1C | -4% | 11 | 6% | ? | -3% | -1% | -28% | 3% | ? | -33% | 2%
Cc1ccc(C(=O)NNC(=O)C(C)Oc2ccccc2F)cc1S(=O)(=O)N1CCOCC1 (centres undefined) | 0% | -4 | -1% | 7% | 3% | -4% | . | -1% | 6% | -2% | .
O=C(c1cccc([N+](=O)[O-])c1)N1CCN(c2cccc(Cl)c2)CC1 | -20% | -4 | -20% | -1% | -4% | -5% | -6% | -19% | ? | -65% | 9%
COCc1nnc(NC(=O)CCSc2ccccc2)s1 | 13% | -3 | -12% | -12% | 15% | ? | -2% | 17% | ? | -6% | 28%
COc1ccc([C@H]2CC(=O)C=C(c3ccc(C)c(F)c3)C2)cc1 | 0% | ? | -1% | 0% | ? | 2% | . | -3% | -1% | 17% | .
COc1cccc(CNC(=O)C2CCN(S(=O)(=O)c3cccs3)CC2)c1 | 4% | ? | -7% | -3% | -3% | 2% | -2% | 0% | 3% | -1% | -1%
CC(=O)Nc1ccc(S(=O)(=O)n2cnc(C)c2)cc1 | 0% | . | 5% | 2% | ? | 9% | 3% | 3% | 13% | -33% | 1%
CC(C1CC2CCC1C2)n1c(-c2cccs2)n[nH]c1=S (centres undefined) | 0% | 4 | 1% | 0% | -3% | -1% | ? | -4% | -2% | -31% | 0.79µM*
COC(=O)c1[nH]c2c(c1C)C(=O)CC(c1cc(OC)ccc1OC)C2 (centres undefined) | -20% | 20 | 0% | -1% | . | 3% | -1% | -15% | -13% | -48% | 15%
Cc1cnc(C(=O)OC(C)C(=O)Nc2ccccc2-c2ccccc2)cn1 (centres undefined) | 3% | -5 | -7% | 1% | -3% | 1% | . | 0% | -2% | -1% | .
COc1ccc(NC(=O)CCCC2CCCCC2)cc1S(=O)(=O)N1CCCCC1 | -4% | 0 | -2% | 4% | -6% | -3% | -3% | -8% | -13% | -26% | 19%
CC(C)COC(=O)OCN1C(=O)CN(CCN2CC(=O)N(COC(=O)OCC(C)C)C(=O)C2)CC1=O | 4%[46.1 µM] | 5 | 0% | 3% | -4% | -6% | -9% | 0%[46.1 µM] | 2% | 16% | 3%
CC(C)(C)NC(=O)c1ccccc1-c1nc2ccccc2s1 | -3% | -2 | 1% | -4% | -7% | -3% | -3% | -5% | -5% | 6% | 3%
Cc1ccc(S(=O)(=O)c2nc(S(C)(=O)=O)sc2N2CC(C)OC(C)C2)cc1 (centres undefined) | 2% | -1 | 3% | -2% | -2% | -6% | 16% | 1% | -2% | -34% | -22%
COc1cccc(-c2nnc(NC(=O)C3CCCCC3)o2)c1 | 1% | 0 | 0% | 1% | -1% | ? | 11µM* | -3% | ? | 0% | 3.5µM*
O=C(CSc1nc2ccccc2[nH]1)c1ccc(Cl)s1 | 18% | 3 | 4% | ? | 18% | 25% | ? | 15% | ? | 85% | 29%

Source: PubChem BioAssay
